M1 PAM: positive allosteric modulators of human M1 muscarinic receptor | CHO-K1 hM1, Fluo-8 calcium fluorescence, ACh EC20; 0% = ACh EC20, 100% = maximal ACh | activation, % at 3 µM | hit rate 0.088% among 360,000 | AID 588819; in the data active = activation above about 19%, passing the limit was not always enough
Target sequence (P11229 whole entry, looked up): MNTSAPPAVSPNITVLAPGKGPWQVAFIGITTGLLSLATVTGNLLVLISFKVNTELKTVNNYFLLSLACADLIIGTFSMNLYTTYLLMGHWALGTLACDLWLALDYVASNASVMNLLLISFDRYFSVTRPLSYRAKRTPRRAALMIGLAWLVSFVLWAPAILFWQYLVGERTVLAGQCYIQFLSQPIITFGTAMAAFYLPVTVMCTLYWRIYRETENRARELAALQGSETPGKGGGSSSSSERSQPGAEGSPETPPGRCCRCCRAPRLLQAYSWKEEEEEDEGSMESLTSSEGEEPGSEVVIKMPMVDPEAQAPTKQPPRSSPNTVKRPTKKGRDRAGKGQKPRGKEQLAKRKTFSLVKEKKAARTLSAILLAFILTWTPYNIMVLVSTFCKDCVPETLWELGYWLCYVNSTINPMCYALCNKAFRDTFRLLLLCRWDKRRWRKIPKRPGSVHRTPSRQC
M1 antag: blocks human M1 muscarinic receptor | inhibition, % at 3 µM | CHO-K1 hM1, Fluo-8 calcium fluorescence, ACh EC80 antagonist | hit rate 1.3% among 360,000 | P11229;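 active = percent inhibition above its own plate's cutoff, namely the mean of that plate's compound wells plus 3 SD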;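 note: peak over basal fluorescence ratio during 140 s after agonist addition; 0% = ACh EC80 plus DMSO and 100% = DMSO alone without agonist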
M1 ag parental: nonselective activator or artifact in parental CHO-K1 cells. Fluo-8 calcium fluorescence; scaled to maximal ATP response, vehicle zero. activation, % at 3 µM. hit rate 0.48% among 360,000; in the data active = activation above about 15%;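 note: untransfected CHO-K1 host cells lacking M1 receptor as counterscreen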
CHO-K1 Ca antag: nonselective inhibitor or artifact in parental CHO-K1 cells; ATP-induced calcium, Fluo-8 fluorescence; inhibition, % at 3 µM; hit rate 0.6% among 360,000; AID 602250;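 active = inhibition above a per-plate cutoff, the plate's mean sample inhibition plus 3 SD, cut at about 24% in these data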;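 note: 0% = DMSO plus EC80 ATP and 100% = DMSO alone without ATP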
CHRM1 agonist: agonists of human M1 muscarinic receptor; AID 588814; P11229; CHO-K1 hM1, Fluo-8 calcium fluorescence, agonist mode; 0% DMSO, 100% acetylcholine EC100; hit rate 0.33% among 360,000; activation, % at 3 µM;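 active = activation above the run's mean compound activation plus 3 SD, cut at about 16% in these data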;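 note: peak over basal fluorescence ratio within a 140 s kinetic read after compound addition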
TAAR1 antagonist: human TAAR1 antagonism; Q96RJ0; CHO RD-HGA16 TAAR1, Fluo-8 calcium fluorescence, antagonist; inhibition, % at 3 µM; hit rate 1.5% among 360,000; AID 624466;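 active = inhibition above a per-plate cutoff, the mean inhibition of test compounds on that plate plus 3 SD, cut at about 49% in these data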;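 note: 0% = DMSO plus EC80 beta-PEA response and 100% = DMSO alone without agonist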
Target sequence (Q96RJ0 whole entry, looked up): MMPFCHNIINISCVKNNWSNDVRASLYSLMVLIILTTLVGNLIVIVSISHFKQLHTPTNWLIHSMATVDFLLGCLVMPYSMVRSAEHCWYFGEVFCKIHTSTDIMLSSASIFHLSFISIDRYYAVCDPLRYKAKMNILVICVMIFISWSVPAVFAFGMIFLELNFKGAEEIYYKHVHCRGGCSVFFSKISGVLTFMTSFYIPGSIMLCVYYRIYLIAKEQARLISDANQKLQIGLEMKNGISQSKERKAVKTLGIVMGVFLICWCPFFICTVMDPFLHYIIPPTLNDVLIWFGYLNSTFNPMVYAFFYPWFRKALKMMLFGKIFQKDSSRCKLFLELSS
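test system = CHO RD-HGA16 cells bearing hTAAR1 | replication = singlicate | controls = DMSO-only wells and EC80 β-PEA-stimulated wells | reagent = EC80 β-phenethylamine stimulus | read-out basis = percent inhibition of PEA-evoked calcium signal, max/basal emission ratio | schedule = seeding 17-24 h prior, 75-min 37 °C, 30-min RT dye loading | signal = kinetic Fluo-8 calcium fluorescence measurement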
M1 PAM parental: nonselective activator or artifact in parental CHO-K1 calcium assay. ATP EC20, Fluo-8 calcium fluorescence; 0% at ATP EC20, 100% at ATP max. activation, % at 3 µM. hit rate 0.02% among 360,000;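 active = activation above the run cutoff, the mean activation of all test compounds plus 3 SD, cut at about 40% in these data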;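 note: peak over basal fluorescence ratio in a 140 s read after ATP addition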
TAAR1 agonist: agonists of human TAAR1; Q96RJ0; CHO RD-HGA16 TAAR1, Fluo-8 calcium fluorescence; vehicle wells 0%, saturating PEA agonist 100%; activation, % at 3 µM; hit rate 0.99% among 360,000;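 active = activation above the mean activation of all test compounds in the run plus 3 SD, cut at about 38% in these data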
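Benchmarks: low control DMSO, high control PEA (EC100); System: CHO RD-HGA16 cells carrying human TAAR1 plus Gα16; Detection: Fluo-8 fluorescence, 5 s baseline then 140 s kinetic read; Schedule: 17-24 h plating, Fluo-8 75 min 37 °C, 30 min RT; Read-out basis: % activation from peak over basal fluorescence ratio, DMSO-to-PEA scaled.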
CHO parental Ca: signal in parental CHO cells, OX1R antagonist counter-screen; parental CHO-K1, ATP-induced calcium, Fluo-8 fluorescence; inhibition, % at 5.6 µM; hit rate 0.63% among 330,000;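 active = inhibition above that plate's mean sample inhibition plus 3 SD, cut at about 26% in these data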;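 note: 0% = ATP-challenged DMSO wells and 100% = DMSO wells without ATP; some compounds past the cut are filed as inactive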
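material = parental CHO cells | also added = ATP as calcium-mobilizing challenge | dosing = single point at 5.6 µM | detection = intracellular calcium via Fluo-8 no-wash fluorescent dye | read-out = % inhibition | benchmarks = low control ATP plus DMSO, high control DMSO only | repeats = one well per compound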
Starred values were filed as active, the others as inactive; . = no result given.

Molecule,M1 PAM parental,CHRM1 agonist,M1 PAM,M1 ag parental,TAAR1 agonist,CHO-K1 Ca antag,CHO parental Ca,M1 antag,TAAR1 antagonist
O=C(CCC(=O)N1CCOc2ccccc21)NC1CCN(Cc2ccccc2)CC1,15,-11,-17,0.4,0,2,-13,13,-1
O=C(Nc1ccccn1)c1ccccc1,-6,-2,0,-0.1,4,-1,.,1,-15
CN(CC(O)COc1ccc(OCC(O)CN(C)C2CCCCC2)cc1)C1CCCCC1 (stereo not given),18,-5,6,0.0,-4,0,-2,-15,10
COc1ccc(-c2cc(C(=O)N3CCN(c4ncccn4)CC3)c3ccccc3n2)cc1OC,1,-3,-8,6.4,13,1,-13,25,57*
CC(C)(C)n1nnnc1C(c1ccccc1)N1CCN(C(=O)c2ccco2)CC1 (stereo not given),7,.,.,0.3,2,-5,.,.,1
O=C(NC1CCCC1)C1c2ccccc2OCC(=O)N1Cc1ccco1 (stereo not given),-1,.,.,0.9,3,-7,.,.,3
Cc1cc(C)nc(SCC(=O)Nc2ccc(S(=O)(=O)Nc3onc(C)c3C)cc2)n1,9,1,16,0.3,2,2,7,-17,1
Cc1ccc(S(=O)(=O)N2CCC(=O)N(CCOCc3cccc(C(F)(F)F)c3)CC2)cc1,-11,-3,-8,1.1,11,-6,-24,19,10
CCN(CC(=O)Nc1c(F)cccc1F)C(=O)CC1CCCCC1,-17,-4,2,-0.3,6,-1,4,-5,-2
O=C(Nc1ccc(N2CCOCC2)cc1)c1cnsn1,12,0,0,0.3,8,-10,.,-11,-8
COc1ccc(S(=O)(=O)NCCSCc2ccco2)cc1Cl,2,4,22*,-0.5,5,11,-23,-30,-7
CCOc1ccc2nc(SCC(=O)Nc3ccc4c(c3)OCCO4)[nH]c2c1,9,-4,4,-0.1,4,6,-26,-26,17
CCN(CC)C(=O)C1=C(C)Nc2nc3ccccc3n2C1c1cccc(OC)c1 (stereo not given),10,-3,9,0.1,7,-11,-24,-11,16
Cc1ccc(C)c(Cn2c(=O)n(CCCC(=O)NCc3ccco3)c(=O)c3sccc32)c1,9,2,7,0.4,7,-11,-17,1,-9
Cc1ccc2c(c1)c1ccc3c(c1n2C)C(=O)C=CC3=O,-2,0,10,4.1,5,0,.,-7,-13
Cc1cc(OCc2cc(C(=O)NC(C)c3cnn(C)c3)no2)cc(C)c1Cl (stereo not given),15,-2,0,3.5,16,-8,.,-1,14
O=C(O)c1cccc(OCCN2CCCC2=O)c1,13,0,8,0.1,-1,-8,-4,-16,6
Cc1cc(Cl)ccc1Oc1ncnc2onc(C)c12,17,-2,11,0.3,6,-15,-11,-17,1
CCOC(=O)c1ccc(S(=O)(=O)n2c(=O)oc3ccccc32)cc1,-24,0,-23,13,7,18,-5,31*,30
O=C1CCCC2=C1C(c1ccc(Cl)cc1)N1C(=O)CCSC1=N2 (stereo not given),-4,-3,-1,-0.1,2,15,-18,14,-12
COc1ccc(N2C[C@H](CSC)[C@@H](CC(=O)Nc3ccccc3)C2=O)cc1,18,-1,12,2.1,0,-9,.,-22,-14
COc1cccc(CN2CC(C(=O)NC3(c4ccccc4)CC3)CCC2=O)c1 (stereo not given),-8,-4,4,-0.1,1,2,-5,-3,-26
COc1ccc(-c2nnc(-c3cc(OC)c(OC)c(OC)c3)o2)cc1OC,17,0,5,2.9,8,-6,-16,-3,28
Cc1noc(C)c1NC(=O)Nc1cccc2c1O[C@H](CN(C)C(=O)Nc1ccc3c(c1)OCO3)[C@@H](C)CN([C@H](C)CO)C2=O,10,-2,6,0.2,17,-8,-7,-9,6
COC(=O)C1CSC(C(=O)OC)N1C(=O)CN1CCN(c2ccc(OC)cc2)CC1 (stereo not given),26,-5,8,2.0,0,-14,-1,-7,10

3 compounds already listed, arranged by the number in M1 antag, highest first:
molecule	M1 antag
Cc1noc(C)c1NC(=O)Nc1cccc2c1O[C@H](CN(C)C(=O)Nc1ccc3c(c1)OCO3)[C@@H](C)CN([C@H](C)CO)C2=O	-9
CN(CC(O)COc1ccc(OCC(O)CN(C)C2CCCCC2)cc1)C1CCCCC1 (stereo not given)	-15
Cc1cc(Cl)ccc1Oc1ncnc2onc(C)c12	-17

New compounds follow:
Molecule,M1 PAM parental,CHRM1 agonist,M1 PAM,M1 ag parental,TAAR1 agonist,CHO-K1 Ca antag,CHO parental Ca,M1 antag,TAAR1 antagonist
C/C(CC(=O)Nc1ccc(C)c(Cl)c1)=N\NC(=O)Cc1ccccc1,-11,-4,4,-0.1,1,15,-17,10,-4
CCOC(=O)N1CCN(C(=O)COC(=O)c2cc(Cl)c(O)c(Cl)c2)CC1,7,-5,15,-0.1,-1,-8,19,-9,-53
O=C(CN(c1ccc(F)cc1)S(=O)(=O)c1ccccc1)NCc1ccco1,15,-4,1,2.9,12,1,-23,-16,32
O=C(CC1SC(=O)N(c2ccccc2)C1=O)Nc1cccc2ccccc12 (stereo not given),22,-1,5,0.7,0,-12,-14,-2,-6
O=Cc1ccccc1-c1cn(CCCOCc2ccccc2)nn1,2,-4,-2,0.0,1,-14,-1,0,14
C=CCNC(=O)CSc1nnc(-c2cccc(S(=O)(=O)N3CCOCC3)c2)o1,9,-6,-1,0.8,5,-2,.,-9,-9
O=C(NN1C(=O)c2ccccc2NC1c1ccco1)c1ccccc1 (stereo not given),0,-4,-1,0.5,5,-16,-1,6,-11
Cc1ccc(S(N)(=O)=O)cc1NC(=O)/C=C/c1cccs1,17,-2,6,0.2,1,-7,-7,-30,12
CCCn1c(=O)c2ccccc2n2c(SCCOc3ccc(Cl)cc3)nnc12,9,7,6,0.5,12,-20,-19,-37,-28
Cc1ccc2[nH]cc(CCNC(=O)c3ccc([N+](=O)[O-])cc3)c2c1,11,-7,8,1.6,1,1,-2,-9,-11
Cc1ccc(N2C(=O)c3ccccc3C2=O)cc1Cl,-7,-3,-2,-0.1,6,11,-17,-8,-5
O=C(CCc1nc2sc3c(c2c(=O)[nH]1)CCCC3)NCCc1ccc(F)cc1,7,0,-7,1.4,7,2,-8,2,-7
N#Cc1nc(COc2cccc(Cl)c2)oc1NCCN1CCOCC1,-12,-2,6,0.8,4,0,-24,-3,-24
CC1CCCCN1S(=O)(=O)CCNC(=O)c1ccccc1 (stereo not given),-5,1,3,12,2,14,4,0,-18
C=CCONC(=O)c1cc(OCC(F)(F)F)ccc1OCC(F)(F)F,-3,-6,11,0.2,2,-3,-13,-13,5
CC(Cc1ccccc1)C(=O)N[C@@H](CO)Cc1ccccc1 (stereo not given in full),2,-4,-1,-0.1,2,2,1,-3,-11
O=C(COC(=O)c1ccc(Br)o1)NCc1ccc(F)cc1,10,-4,10,0.1,0,-7,-3,-16,0
Cc1ccc([N+](=O)[O-])cc1N=C(c1ccc([N+](=O)[O-])cc1)N1CCOCC1,18,-11,-2,8.6,1,4,6,2,4
COc1cccc(NC(=S)Nc2ccc(Br)cc2Cl)c1,-19,-2,-6,-0.1,1,2,3,14,6
COC(=O)c1nn(-c2ccccc2)c(Sc2ccc(Cl)cc2)c1/C=N/O,15,-4,2,3.0,21,-12,-21,-1,15
CCOc1ccccc1C(=O)Nc1ccc(S(=O)(=O)N2CCN(C)CC2)cc1,16,-8,-1,2.0,0,-12,.,-10,-9
C=CCOc1ccccc1CNc1ccccc1C,17,-3,3,-0.1,-2,0,-17,-3,-7
Cc1ccc(-c2cnc(SCCNC(=O)c3ccco3)[nH]2)cc1,-3,-1,14,0.1,-1,-12,-20,-9,-8
Cc1oc2ccc(OC(C(=O)O)c3ccccc3)cc2c1C(=O)O (stereo not given),7,-3,7,2.3,3,-5,3,-3,-14
CCOc1ccc(NS(=O)(=O)c2ccc(C(=O)NCCCN3CCCC3=O)cc2)cc1,9,-5,2,0.7,3,2,-12,-2,-4
Cc1cccc(NS(=O)(=O)c2ccc(C)c(C(=O)NCc3cccnc3)c2)c1,12,1,5,1.3,5,-14,-14,-12,-10
CCC(=O)Nc1ccc(F)c(Cl)c1,15,-1,10,0.4,0,-7,-5,-14,-7
COc1ccc(-c2noc(CCC(=O)N3CCN(c4cccc(F)c4)CC3)n2)cc1,12,0,12,0.6,6,11,-12,-12,11
O=C(CCCn1c(SCc2cc(=O)n3cc(Cl)ccc3n2)nc2ccccc2c1=O)NCC1CCCO1 (stereo not given),13,-4,14,0.1,0,-6,-25,-20,-26
CCOC(=O)C(NC(C)=O)(NS(=O)(=O)c1ccccc1)C(F)(F)F (stereo not given),10,-3,-1,0.0,5,1,3,-13,8
O=C(O)c1cccnc1SCc1ccccc1Cl,16,-2,13,0.5,1,-15,-16,-11,-23
CCCCCCOc1cccc(N)c1,6,-2,3,-0.4,14,5,-15,-7,4
Cc1cc(C(=O)CCC(=O)N(C)CC(=O)Nc2c(Cl)cccc2Cl)c(C)s1,-4,-3,-1,2.0,1,-9,-28,-3,-8
COc1cc(OC)c(/C=N/NC(=O)Cn2nc([N+](=O)[O-])cc2C)c(OC)c1,5,-4,12,-0.3,1,-10,1,-22,5
CC1CC(C)(C)n2c(O)c(N=NC(N)=S)c3cccc1c32 (stereo not given),26,-4,8,0.7,-2,-18,-1,-17,-4
Cc1ccc(C(=O)NCC(c2ccco2)N2CCc3ccccc3C2)cc1C (stereo not given),3,-6,-3,0.3,12,-8,-25,2,-28
O=C1C2C3C=CC(CO)(O3)C2C(=O)N1c1ccccc1-c1ccccc1 (stereo not given),2,1,5,0.9,.,-3,7,0,.
CC(C)(C)c1ccc(C(=O)NC(=S)N2CCOCC2)cc1,-6,-1,7,0.6,7,-3,0,-6,-8
CC(=O)C1=C(O)C(=O)N(c2ccc(Br)cc2)C1c1ccccc1[N+](=O)[O-] (stereo not given),1,-3,5,-0.1,7,-4,1,-5,-4
O=C(CCc1nc(-c2ccccc2F)no1)NC1CCCCC1,-4,-3,-12,0.9,5,5,-9,18,-25
Cc1ccc(-c2cn3cccnc3n2)cc1NC(=O)c1cccs1,7,-5,3,0.1,0,5,-15,-6,6
O=C(Nc1ccc(Cl)cc1)N1CCSC1=NCc1ccccc1,12,-6,2,3.6,27,-8,1,2,-2
COc1ccc(NC(=O)C2Cc3c(-c4cccc(C(N)=O)c4)ccnc3O2)cn1 (stereo not given),-5,-1,6,0.4,2,-5,.,-2,-23

Source: PubChem
